Screening results as filed in PubChem BioAssay.
Mac1 fbg enh = increases human CD11b/CD18 adhesion to fibrinogen. K562 CD11b/CD18 adhesion to fibrinogen, ATPlite luminescence. activation, % at 10 µM. hit rate 0.07% among 93,000;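 active = 10 µM primary screen giving 50% or more activity, confirmed by 40% or more on retest at that dose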; note: strong numbers were not always called active; reference of the scale not given here
Target sequence (P05107 whole entry, looked up, other chains not shown): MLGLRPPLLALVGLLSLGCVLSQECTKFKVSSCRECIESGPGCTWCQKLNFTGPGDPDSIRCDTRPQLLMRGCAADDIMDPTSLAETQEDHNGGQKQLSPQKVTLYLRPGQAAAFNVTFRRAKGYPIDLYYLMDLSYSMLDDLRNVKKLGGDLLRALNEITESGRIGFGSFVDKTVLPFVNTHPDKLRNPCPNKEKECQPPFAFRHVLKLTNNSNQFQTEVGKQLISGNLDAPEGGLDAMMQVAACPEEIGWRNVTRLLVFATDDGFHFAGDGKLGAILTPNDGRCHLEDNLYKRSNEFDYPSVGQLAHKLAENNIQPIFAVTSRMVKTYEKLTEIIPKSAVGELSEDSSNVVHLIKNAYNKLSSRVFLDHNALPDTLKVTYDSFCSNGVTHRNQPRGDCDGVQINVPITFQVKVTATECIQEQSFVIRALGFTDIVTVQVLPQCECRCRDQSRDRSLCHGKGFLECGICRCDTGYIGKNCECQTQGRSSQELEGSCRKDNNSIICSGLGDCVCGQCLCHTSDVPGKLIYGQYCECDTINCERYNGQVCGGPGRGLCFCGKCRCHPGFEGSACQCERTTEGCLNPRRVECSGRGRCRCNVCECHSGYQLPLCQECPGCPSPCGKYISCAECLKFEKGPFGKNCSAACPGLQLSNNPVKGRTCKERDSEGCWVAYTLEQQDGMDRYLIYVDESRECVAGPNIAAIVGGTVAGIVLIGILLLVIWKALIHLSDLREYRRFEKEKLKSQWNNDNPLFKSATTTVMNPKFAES
CD11b adhes inh = CD11b/CD18-fibrinogen binding inhibition; P05107+P11215; K562 CD11b/CD18 adhesion to fibrinogen, ATPlite luminescence; Mn2+ added to activate the integrin; inhibition, % at 10 µM; hit rate 0.54% among 93,000; AID 1497;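 active = primary inhibition of 50% or more at 10 µM, then 40% or more on retest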; note: some results filed as inactive read as strong as hits
ERa SRC1 pot = ER-alpha (human) coactivator binding potentiation | P03372 | TR-FRET ERalpha-LBD/SRC-Cy5 coactivator binding, 2 h; 100 = basal binding, no effect | coactivator binding (% of control), % at 25.6 µM | hit rate 1.3% among 86,000 | AID 639; in the data active = activity above about 200%;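 note: binding measured in presence of low estradiol as agonist stimulus; 0% = peptide alone without receptor and 100% = receptor with peptide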
MT1-MMP txn act = MT1-MMP promoter transcription activation | HT1080 MT1-MMP promoter luciferase reporter, luminescence, overnight; stronger effect = higher value | activation factor at 10 µM | AID 750 | hit rate 0.16% among 86,000;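 active = activation factor of at least 2 for MT1-MMP transcription at 10 µM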
ERa SRC1 inh = ER-alpha (human) coactivator binding inhibition; P03372; TR-FRET ER-alpha LBD / SRC-1 peptide, estradiol-bound; inhibition, % at 25.6 µM; hit rate 1.7% among 86,000; in the data active = inhibition above about 50%;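 note: 0% = receptor plus peptide control and 100% = peptide only without receptor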
Ecoli WT expand = blocks growth of wild type E. coli BW25113; OD600 absorbance; growth inhibition, % at 100 µM; AID 710; hit rate 0.15% among 98,000;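 active = growth inhibition above about 50% at one test dose, limit read from the data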;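 note: growth measured after 20 h incubation at 37 °C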
ERb SRC1 inh = ER-beta (human) coactivator binding inhibition; Q92731; inhibition, % at 25.6 µM; hit rate 1.3% among 86,000; TR-FRET ER-beta LBD / SRC1-Cy5 peptide binding; receptor agonist-loaded with 1 µM estradiol;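 active = compounds whose percent inhibition of the receptor-coactivator binding signal exceeds about 50% in the single-dose screen, limit read from the data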;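 note: 0% = receptor plus peptide wells without compound and 100% = peptide-only wells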
PLAP activator = human PLAP activation; purified PLAP enzyme, luminescent substrate read-out; stronger effect = higher value; P05187; hit rate 1.2% among 96,000; activation fold at 20 µM; in the data active = activation fold above about 2
FAK inh = blocks human focal adhesion kinase activity | hit rate 0.84% among 97,000 | biochemical FAK kinase activity assay | inhibition, %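 (tested at 7 µM)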 | Q05397; in the data active = inhibition above about 19%;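 note: 0% = DMSO and 100% = reference compound high control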
* = called active by the depositor; / = not tested or not shown; [ ] = another dose, or the depositor's remark. Compounds were not picked by outcome. Share with any hit: about 5.1%.

Value order: Mac1 fbg enh	CD11b adhes inh	ERa SRC1 pot	MT1-MMP txn act	ERa SRC1 inh	Ecoli WT expand	ERb SRC1 inh	PLAP activator	FAK inh
COCCOC(=O)c1c(C)n(C)c2ccc(OC(=O)c3ccco3)cc12
 : -3	-53	102	1	-7	-3	-13	0.9	0
CCCN(CCC)C(=O)c1c(C)[nH]c(C(=O)OCC)c1C
 : -2	9	86	1.1	2	-2	-3	1.2	2
O=C(c1ccc(Br)o1)N1CCN=C1SCc1cccnc1
 : -2	-4	112	1	-10	-7	-8[fluorescence artefact?]	1.1	1
O=C(Cc1ccc(-n2c(=O)[nH]c3ccccc3c2=O)cc1)N1CCN(c2cccc(Cl)c2)CC1
 : /	/	80	1	10	-5	-4	1.1	7
CC1CCC2(CC1)SCC(=O)N2c1ccccc1 (stereo unspecified)
 : /	/	113	1.1	-23	/	-24[fluorescence artefact?]	/	1
COc1ccc(S(=O)(=O)NCc2ccccn2)cc1
 : 2	-2	117	1.1	1	8	4[fluorescence artefact?]	0.9	2
COc1ccc(-n2nc(C(=O)NCC(=O)NCc3ccco3)c3ccccc3c2=O)cc1
 : 2	10	98	0.9	-3	-7	1	0.9	-1
O=C(CSCc1ccc(Cl)cc1)N/N=C/c1ccc(Cl)cc1Cl
 : -1	15	/	/	/	-18	/	0.9	0
C=CCN1C(=O)C(O)(CC(=O)c2ccc(N)cc2)c2ccccc21 (stereo unspecified)
 : -6	-8	/	1.2	/	5	/	1.1	1
Cc1cc(N2CCCC2=O)cc(C)c1S(=O)(=O)NCCOc1ccccc1
 : 0	-17	99	1.1	11	-4	-6	0.8	0
Cc1ccc(NC(=S)NC(=O)c2c(-c3ccccc3Cl)noc2C)cc1
 : 0	-5	/	/	/	-11	/	1.2	-4
Cc1ccc(NC(=O)c2ccc3c(c2)OCCO3)cc1
 : /	/	99	/	-7	2	-10	1.1	-6
Cc1nc2c(cnn2-c2ccccc2Cl)c(=O)n1-c1ccc(N2CCC(C)CC2)cc1
 : -3	-6	104	1.1	-4	-14	-2	0.8	2
Cc1cccc(-c2nc(CS(=O)CC(=O)N3CCCCC3)c(C)o2)c1 (stereo unspecified)
 : -2	-1	123	1.1	-6	-4	-15	1.4	-1
COc1ccc(-c2noc(CCCOc3ccccc3)n2)cc1OC
 : 0	-46	100	1	1	1	1	1.3	2
CC(/C=C/c1ccc2c(c1)OCO2)=N\NC(=O)COc1ccccc1C
 : -8	25	/	/	/	-5	/	0.8	-7
O=C(c1ncn[nH]1)N1CCN(c2nc(-c3ccccc3)cs2)CC1
 : 0	-13	107	1.4	7[fluorescence artefact?]	5	-13[fluorescence artefact?]	2.6*	-1
COc1cc(C(=O)n2nc(C)cc2C)ccc1O
 : 0	-2	183	/	-8[fluorescence artefact?]	6	-4[fluorescence artefact?]	1.2	3
CCN(CC(=O)NCc1cccs1)C(=O)c1cc(S(=O)(=O)N2CCOCC2)ccc1C
 : -1	-55	87	1	7	-2	1	1.4	1
COc1cc(NC(=O)c2ccco2)c(OC)cc1NC(=O)CCC(=O)Nc1cccc(C)c1C
 : -2	-8	115	1.2	3	2	3	1	-4
Cc1occc1-c1nnc(SCC(=O)c2ccc(F)cc2)o1
 : 6	-22	130	1.2	-20	-2	-5	1.2	-3
COc1ccc(C2CC(=O)c3c(C)nc(N4CCN(Cc5ccccc5)CC4)nc3C2)cc1OC (stereo unspecified)
 : -8	89	114	1.1	-9	-8	-4	1.6	5
CCOC(=O)N1CCN(C(=O)CCSc2ccccc2)CC1
 : 6	-9	133[fluorescence artefact?]	1.2	8[fluorescence artefact?]	11	-4[fluorescence artefact?]	1.4	2
CCN(CC)S(=O)(=O)c1ccc(Cl)c(C(=O)NCc2ccccc2Cl)c1
 : -1	-3	108	1.2	-2	-4	-9	1	3
O=C(Nc1ccc(C(F)(F)F)cc1)c1cccnc1N1CCOCC1
 : -5	-3	118	1.2	4[fluorescence artefact?]	5	-3[fluorescence artefact?]	1	-1
Cc1cc(C)c(C#N)c(SCC(=O)NC(C)(C)C)n1
 : 9	2	101[fluorescence artefact?]	/	10[fluorescence artefact?]	-2	0[fluorescence artefact?]	0.9	1
CC(C)(C)c1ccc(Cn2nnc3c(=O)[nH]c(C4CCCN(C(=O)Cc5cccs5)C4)nc32)cc1 (stereo unspecified)
 : -5	11	81	1.1	10	-4	6	1.4	4
CC1CCCN(C/C=C/c2ccccc2[N+](=O)[O-])C1 (stereo unspecified)
 : 3	1	/	/	/	1	/	1	8
COC(=O)C(O)(CC(=O)Nc1cc(Cl)ccc1Cl)C(F)(F)F (stereo unspecified)
 : /	/	106[fluorescence artefact?]	1.2	-13	/	-15	/	-2
Cc1cc(/C=C(\C#N)C(=O)NCc2ccco2)c(C)[nH]1
 : /	/	95	1.2	-1	/	-4	/	3
CCn1c(CNc2ccc(F)cc2)nnc1SCC(=O)N1CCCc2ccccc21
 : 0	68	138	1.2	-2	8	-5[fluorescence artefact?]	1.3	-5
COc1ccc(-c2nc(-c3ccccc3OC)no2)cc1OC
 : -7	-23	110	1.6	-2	5	12	1.5	-3
CCOc1ccc(OCC)c(NC(=O)C2CCN(c3ncccn3)CC2)c1
 : 3	0	106	1	-7	-3	4	1	2
CCCCn1c(SCC(=O)Nc2cc(C)on2)nnc1-c1cccnc1
 : 4	17	105	1.1	-5	-7	-1	1	-7
COc1ccccc1-c1cc(C(F)(F)F)nc(S(=O)(=O)CCCC(=O)O)n1
 : -3	3	98	1.1	-11	6	-8	1.1	3
C#CCn1c(=NC(=O)c2cccs2)sc2cccc(OC)c21
 : -2	0	/	1.3	/	-6	/	0.9	11
CC(=O)c1cn(CC(=O)Nc2ccc(C)cc2C)c2ccccc12
 : /	/	89[fluorescence artefact?]	1	-3	/	-1	/	2
COc1ccc(-c2noc(C(C)n3nc(C)c([N+](=O)[O-])c3C)n2)cc1OC (stereo unspecified)
 : -3	-2	/	/	/	-1	/	1.1	0
OCCn1nc2c3ccccc3nc-2n(-c2ccccc2)c1=S
 : 0	8	104[fluorescence artefact?]	1	0	-1	5[fluorescence artefact?]	0.9	0
CC(C(=O)Oc1ccc2c(c1)OCO2)N1C(=O)c2ccccc2C1=O (stereo unspecified)
 : 0	1	99	1.1	2	3	0	1.1	/
CCCCN(C)CCn1c(=S)[nH]c2ccc(N3CCOCC3)cc2c1=O
 : 7	9	102	1.1	-2	6	-3	1.7	/
COC(=O)c1ccccc1NC(=O)CN1C(=O)CSC1=O
 : 2	-5	108	1.1	-7	-4	-10	1	/
COc1ccc(Cn2nnnc2C(CC(C)C)N2CCN(c3ccccc3)CC2)cc1 (stereo unspecified)
 : 0	2	105	1.1	5[fluorescence artefact?]	-15	5[fluorescence artefact?]	1.2	2
CCOc1ccccc1NC(=O)CN(C)S(=O)(=O)c1cccc2nsnc12
 : /	/	112	1.1	-6	-8	-21[fluorescence artefact?]	/	2
C=CCn1c(SCC(=O)Nc2c(C)n(C)n(-c3ccccc3)c2=O)nc2scc(-c3ccccc3)c2c1=O
 : -3	5	82	1.1	3[fluorescence artefact?]	-2	-3	1.8	4
Cc1cc(NC(=O)CCC2CCCC2)no1
 : -3	-1	130	1.3	-7	3	-5	0.8	2
Cc1cc(C)nc(-n2nc(C)cc2NC(=O)c2cccc(S(=O)(=O)N3CCOCC3)c2)n1
 : -1	2	/	/	/	-22	/	1.1	-3
CC(C)Oc1ccc(N2C(=O)c3ccccc3C2=O)cc1
 : -3	-5	96	0.9	8[fluorescence artefact?]	-5	-5	0.8	0
CCOc1ccc(NC(=O)CSc2nc3ccccc3c(=O)n2CCNC(C)=O)cc1
 : -3	-16	108	1.2	6[fluorescence artefact?]	-2	3	1.1	-2
COC(=O)C1=C(N)Oc2cc(C)n(CCc3ccccc3)c(=O)c2C1c1cccnc1 (stereo unspecified)
 : -1	11	106	0.9	-8	6	-11	2*	5
Cc1ccc(Cn2ccc(NC(=O)C3C4CCC(C4)C3C(=O)O)n2)cc1 (stereo unspecified)
 : -1	-12	97	/	6[fluorescence artefact?]	-7	4[fluorescence artefact?]	1.2	2
O=C(CN1CCN(c2ccc(F)cc2)CC1)Nc1cc(C(F)(F)F)ccc1Cl
 : 1	-6	115[fluorescence artefact?]	1	-20[fluorescence artefact?]	-9	6[fluorescence artefact?]	0.9	-1
COCCNC(=O)CS(=O)Cc1nc(-c2ccc(OC)cc2)oc1C (stereo unspecified)
 : -1	-7	110	1.1	2	-13	-2	1.3	1
C1=C(c2ccccc2)N2CCN=C2S1
 : 5	1	100	1.1	-4	6	-8	0.9	-1
COc1ccc(C(=O)n2nnc3ccccc32)cc1Br
 : 2	4	104	1.1	-12	-3	-11[fluorescence artefact?]	1	-2
CCCC(=O)O[C@@H]1C[C@@H](C)N(C(=O)c2ccccc2)c2ccc(C)cc21
 : 2	-16	104	1.2	-2	2	-5	1.4	-5
O=C(NC1CCS(=O)(=O)C1)c1cn(-c2ccccc2)nc1-c1ccccc1 (stereo unspecified)
 : 4	-4	129	1.1	-8	-6	-9	1	5
COc1ccccc1CNC(=O)c1cnn2c(C(F)F)cc(C)nc12
 : 1	-1	82[fluorescence artefact?]	1	10	2	6	0.8	-1
OC(CN1CCOCC1)CN(c1ccccc1)c1ccccc1 (stereo unspecified)
 : 0	17	135	1.2	-5	5	-9	1.5	7
CCCC(=O)C1=C(O)C(C(=O)OC)C(C)(C)CC1=Nc1cccc2ccccc12 (stereo unspecified)
 : /	/	106	1.1	-3	/	-9	/	-3

Next part.
Value order: Mac1 fbg enh	CD11b adhes inh	ERa SRC1 pot	MT1-MMP txn act	ERa SRC1 inh	Ecoli WT expand	ERb SRC1 inh	PLAP activator	FAK inh
Cc1cccnc1-n1c(CCN2C(=O)c3ccccc3C2=O)nc2ccccc2c1=O
 : -1	-7	88	1.2	1	/	10	1.1	-1
O=C(CSc1nc2ccccc2c(=O)n1-c1ccccc1)N1CCN(CCO)CC1
 : -2	-15	135	1.1	-4	1	-11	1.1	1
Cc1cccc(NC(=O)CSc2nnc([C@@H](N)Cc3ccccc3)o2)c1C
 : 1	-4	96	1.2	1	-1	-11	1.2	1
CCOC(=O)c1cc(-c2ccc(/C=N\n3cnnc3)o2)ccc1Cl
 : -4	1	98[fluorescence artefact?]	1.1	-2[fluorescence artefact?]	0	-9	0.9	-2
O=C(O)CCc1nc2cccnc2n1Cc1ccccc1
 : -1	-11	90	1.2	-7	-2	-7	0.9	-1
Cn1c(NC(=O)c2cc(-c3ccc4c(c3)OCO4)nc3ccccc23)cc(=O)n(C)c1=O
 : /	/	71[fluorescence artefact?]	1.2	13[fluorescence artefact?]	-7	24[fluorescence artefact?]	1.2	-1
COc1ccc(N/N=C(/Oc2ccc([N+](=O)[O-])cc2)C(C)=O)cc1
 : /	/	128	1.1	-4	/	-7	/	0
Cc1ccc(NC(=O)Cn2c(=O)oc3cc(S(=O)(=O)N4CCC(C)CC4)ccc32)cc1C
 : 29	42	52	/	43	-4	62*[fluorescence artefact?]	1.3	-5
Cc1cccc(C)c1NC(=O)CN1C(=O)S/C(=C\c2cccn2C)C1=O
 : 4	-8	/	/	/	-1	/	0.9	-10
CCOC(=O)c1ccc2nc(NC(=O)c3cccs3)sc2c1
 : /	/	106	0.6	78*[fluorescence artefact?]	-11	54*[fluorescence artefact?]	/	3
CCOC(=O)C1=C(c2cccc(F)c2)NC(=S)NC1C (stereo unspecified)
 : 3	5	/	/	/	1	/	0.9	-1
